# K1F lysis inhibition = inhibition of K1F phage lysis, E. coli UTI89, bacterial capsule biogenesis inhibitors, alamar blue (AID 488966). E. coli UTI89 K1F phage lysis, alamar blue, 2 h; higher % means a stronger effect. 340,000 compounds, 0.02% hits. inhibition, % at 100 µM; hits with a dose series show IC50 in µM;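 active = phage lysis inhibition, versus mean bacterial control, above a set limit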;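 also: capsule biogenesis inhibitors block K1F phage lysis so surviving cells raise fluorescence; higher fluorescence means more inhibition of phage lysis; actives were called in the ten point dose series up to 300 µM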
# XIAP antagonists = XIAP antagonists, biochemical, IAP family, fluorescence polarization (AID 1018); E3 ubiquitin-protein ligase XIAP (Homo sapiens); XIAP BIR domain, fluorescence polarization peptide displacement; higher % means a stronger effect; displacement, % at 20 µM; hits with a dose series show IC50 in µM; 200,000 compounds, 0.007% hits; in the data active = displacement above about 50%; also: a part of the inactive calls stands beside numbers as strong as those of hits
# human PMI inhibition = inhibitors of human PMI, primary screen, biochemical, fluorescence intensity, coupled assay (AID 1209) | Mannose-6-phosphate isomerase (Homo sapiens) | purified PMI enzyme, coupled fluorescence intensity; higher % means a stronger effect | one-dose inhibition, % at 20 µM; IC50 in µM for titrated hits | 190,000 compounds, 0.42% hits;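 also: plate controls were DMSO vehicle for no effect and wells lacking substrate for full effect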
# human PMI inhibitors = human PMI inhibitors, high substrate, primary screen, biochemical, fluorescence intensity, high mannose 6-phosphate (AID 1220) | Mannose-6-phosphate isomerase (Homo sapiens) | recombinant PMI enzyme, coupled fluorescence intensity; higher % means a stronger effect | one-dose inhibition, % at 20 µM; IC50 in µM for titrated hits | 190,000 compounds, 0.66% hits
# M17LAP inhibition = P. falciparum M17LAP inhibitors, primary screen, biochemical, fluorogenic H-Leu-NHMec substrate, 1536-well (AID 1619); recombinant M17LAP, H-Leu-NHMec fluorogenic kinetic assay; higher % means a stronger effect; 220,000 compounds, 0.38% hits; inhibition, % at 30 µM; hits with a dose series show IC50 in µM;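 active = compound inhibiting the enzyme by more than half at any dose during confirmatory dose-response retesting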;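 also: plate controls were full reaction with DMSO carrier for no effect and no enzyme background for full effect; strong numbers were not always called active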
# Lipid droplet = inhibitors of hepatocyte lipid droplet formation, primary screen, imaging, high-throughput imaging, BODIPY stain; AML12 mouse hepatocytes, oleate lipid droplets; inhibition, % at 6.5 µM; AID 1656, 2009; 240,000 compounds, 0.4% hits;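 active = lipid droplet intensity inhibited by at least 50%, with more than 500 cells counted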
#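 material = mouse AML12 hepatocyte cell line, fixed after treatment | also added = 100 µM oleic acid challenge | doses = compound at 6.5 µM only | schedule = overnight exposure | technique = Image-based BODIPY and DAPI two-channel analysis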
# Siah-1 displacement = Siah-1 peptide-binding antagonists, primary screen, biochemical, fluorescence polarization, rhodamine-plectin, uHTS (AID 1817); displacement, % at 20 µM; hits with a dose series show IC50 in µM; Siah-1 / rhodamine-plectin peptide fluorescence polarization; higher % means a stronger effect; 290,000 compounds, 0.02% hits;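 active = displacement of at least 50% at 20 µM, with a fluorescence ratio check between 0.3 and a set limit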;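 also: plate controls were Siah plus tracer with DMSO for no effect and tracer alone without Siah for full effect; strong numbers were not always called active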
# TNAP activation fold = human TNAP enzyme activators, primary screen, biochemical, luminescent, no phosphate acceptor, uHTS (AID 1001); purified TNAP, luminescent activation assay, no phosphate acceptor; higher activation fold means a stronger effect; Alkaline phosphatase, tissue-nonspecific isozyme (Homo sapiens); 200,000 compounds, 0.03% hits; activation fold at 20 µM, or EC50 in µM where a hit was titrated; in the data active = activation fold from about 3, or a potency from the dose series; inactive = the rest, 99 in 100 with activation fold below about 1.6; also: many of its hits are not listed in these tables
# P. falciparum M1AAP = P. falciparum M1AAP inhibitors, biochemical, fluorogenic H-Leu-NHMec substrate, 1536-well (AID 1445); Aminopeptidase N (Plasmodium falciparum (isolate 3D7)); recombinant M1AAP, H-Leu-NHMec fluorogenic kinetic assay; higher % means a stronger effect; one-dose inhibition, % at 30 µM; IC50 in µM for titrated hits; 220,000 compounds, 0.42% hits;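 active = primary inhibition above the hit cutoff, then over 50% inhibition at one or more dose response concentrations, cut at about 23% in these data, passing the limit was not always enough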;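 also: plate controls were DMSO full reaction for no effect and no enzyme background for full effect; strong numbers were not always called active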
# Lipid droplet cells 6.5 µM = second read-out of Lipid droplet, no call of its own (marks repeat the call); cell count; measured here: cell count, cytotoxicity flag;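 cells counted across two imaged fields per well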
# Starred values were filed as active, the others as inactive; x = not tested or not shown; [ ] = remark or other dose. Rule as the data show it, unless noted: active = inhibition above about 50%; inactive = the rest. Not a hit list. Share with any hit: about 1.9%.
# The opening 11 entries (preview)
SMILES,K1F lysis inhibition,XIAP antagonists,human PMI inhibition,human PMI inhibitors,M17LAP inhibition,Lipid droplet,Lipid droplet cells 6.5 µM,Siah-1 displacement,TNAP activation fold,P. falciparum M1AAP
COc1cccc(C(=O)/C=C/Nc2ccc(S(=O)(=O)Nc3cccc(C(C)=O)c3)cc2)c1,1.6%[50 µM],-5.4%,12%,5%,-6%,x,x,1%,1,12%
CCOC(=O)C1CCCN(Cc2nc(N)nc(Nc3ccc(Cl)cc3)n2)C1 (stereo not given),-0.4%,-1.5%,6%,-7%,7%,-2,706,0%,1.1,8%
Clc1ccc(-c2c[n+](Cc3ccc(Cl)cc3Cl)c3n2CCCCC3)cc1,0.5%,x,x,x,13%,-47,669,-3%,x,0%
C=CCn1c(SCC(N)=O)nc2scc(-c3ccc(C)o3)c2c1=O,0.0%,-5.8%,6%,3%,4%,-5,706,10%,1.1,4%
CSc1ccc(S(=O)(=O)NCc2ccc(C)cc2)cc1,2.1%,-4.0%,7%,3%,8%,3,835,0%,1.2,-4%
COc1ccc(-c2noc(-c3cccs3)n2)cc1OC,-0.9%,x,x,x,-8%,-20,673,2%,x,-5%
COc1ccc(N2CCC(CNC(=O)Nc3ccccc3)C2)cc1 (stereo not given),-0.2%,-11%,74%*,x,14%,2,788,-4%,1,11%
O=C(CNC(=O)c1ccco1)NCC(=O)OCc1ccccc1Br,-0.3%,-6.8%,3%,-6%,10%,-14,732,-3%,1.1,3%
COc1ccc(CCN2C(=O)C(Oc3ccccc3C)C2c2ccc3c(c2)OCO3)cc1OC (stereo not given),-0.1%,-6.6%,23%,13%,-4%,x,x,-2%,1,-5%
CC(C)CCNC(=O)C(=O)NCc1ccccc1,-0.7%,x,x,x,8%,-11,665,-5%,x,9%
CN1CCN(c2cc(=O)n(C3CCCCC3)c(=O)[nH]2)CC1,-0.3%,-2.5%,14%,12%,-5%,-24,736,12%,1.2,0%

# Results, previewed entries included:
SMILES,K1F lysis inhibition,XIAP antagonists,human PMI inhibition,human PMI inhibitors,M17LAP inhibition,Lipid droplet,Lipid droplet cells 6.5 µM,Siah-1 displacement,TNAP activation fold,P. falciparum M1AAP
COc1cccc(C(=O)/C=C/Nc2ccc(S(=O)(=O)Nc3cccc(C(C)=O)c3)cc2)c1,1.6%[50 µM],-5.4%,12%,5%,-6%,x,x,1%,1,12%
CCOC(=O)C1CCCN(Cc2nc(N)nc(Nc3ccc(Cl)cc3)n2)C1 (stereo not given),-0.4%,-1.5%,6%,-7%,7%,-2,706,0%,1.1,8%
Clc1ccc(-c2c[n+](Cc3ccc(Cl)cc3Cl)c3n2CCCCC3)cc1,0.5%,x,x,x,13%,-47,669,-3%,x,0%
C=CCn1c(SCC(N)=O)nc2scc(-c3ccc(C)o3)c2c1=O,0.0%,-5.8%,6%,3%,4%,-5,706,10%,1.1,4%
CSc1ccc(S(=O)(=O)NCc2ccc(C)cc2)cc1,2.1%,-4.0%,7%,3%,8%,3,835,0%,1.2,-4%
COc1ccc(-c2noc(-c3cccs3)n2)cc1OC,-0.9%,x,x,x,-8%,-20,673,2%,x,-5%
COc1ccc(N2CCC(CNC(=O)Nc3ccccc3)C2)cc1 (stereo not given),-0.2%,-11%,74%*,x,14%,2,788,-4%,1,11%
O=C(CNC(=O)c1ccco1)NCC(=O)OCc1ccccc1Br,-0.3%,-6.8%,3%,-6%,10%,-14,732,-3%,1.1,3%
COc1ccc(CCN2C(=O)C(Oc3ccccc3C)C2c2ccc3c(c2)OCO3)cc1OC (stereo not given),-0.1%,-6.6%,23%,13%,-4%,x,x,-2%,1,-5%
CC(C)CCNC(=O)C(=O)NCc1ccccc1,-0.7%,x,x,x,8%,-11,665,-5%,x,9%
CN1CCN(c2cc(=O)n(C3CCCCC3)c(=O)[nH]2)CC1,-0.3%,-2.5%,14%,12%,-5%,-24,736,12%,1.2,0%
Cc1ccc(SCc2cc(=O)n3[nH]cnc3n2)cc1,-3.1%,-4.8%,-8%,-15%,13%,26,689,8%,1.1,0%
CC(=O)c1cccc(NC(=O)Nc2ccc3c(c2)N(C)C(=O)CS3)c1,0.1%,-6.5%,9%,8%,16%,-1,689,2%,1,5%
Nc1c(-c2ccccc2)c(CSc2nc3ccccc3[nH]2)nn1-c1ccc(Cl)cc1,9.3%,-9.3%,2%,-2%,5%,48,671,-6%,1.9,0%
CCN1C(=O)CC(C(=O)Nc2ccc(F)cc2)SC1=Nc1cccc(OC)c1 (stereo not given),0.5%,-7.8%,19%,22%,-3%,x,x,6%,1,1%
Cn1c(-c2ccccc2)c(C(=O)CC#N)c2ccccc21,-0.1%,-9.7%,-3%,2%,0%,-11,699,6%,1.1,4%
COc1cccc(-c2csc(NNC(=O)c3cccs3)n2)c1,x,x,x,x,6%,-4,705,-1%,x,2%
CCOc1ccc(-c2nnc(-c3ccncc3)o2)cc1OCC,0.3%,0.4%,0%,0%,0%,2,711,2%,1.1,2%
CCC(=O)Nc1ccc2c(c1)ncn2-c1ccccc1,-0.1%,-9.5%,7%,12%,6%,x,x,4%,1,4%
CCCCCCNC(=O)c1c(O)c2cccc3c2n(c1=O)CCC3,-0.1%,8.9%,-10%,-15%,2%,-9,760,-2%,1,-3%
COc1ccc(CCN2CC(C#N)=C3c4cc(OC)c(OC)cc4CCN3C2)cc1OC,2.2%,3.9%,19%,21%,19%,x,x,-1%,1.1,3%
Cc1nc2ccccc2c(=O)n1/N=C/c1cn(-c2ccccc2)nc1-c1cccs1,2.4%,-5.2%,-11%,10%,4%,x,x,3%,1.1,-7%
O=C(NCc1ccco1)C1CN(S(=O)(=O)c2ccccc2)CCN1S(=O)(=O)c1ccccc1 (stereo not given),0.5%,-4.9%,6%,10%,0%,x,x,0%,1.1,6%
CCCOC(=O)C1[C@H]2C(=O)N(CCCOC)C[C@]23C=C[C@H]1O3 (stereo not given in full),5.1%,0.1%,12%,10%,-1%,17,767,-2%,1.1,3%
COc1ccc(NC(=S)NNC(=O)c2ccc(S(=O)(=O)N3CCOCC3)cc2)cc1,2.0%,-2.6%,-14%,-12%,-14%,-5,699,0%,2.6,-10%
O=C1/C(=C/c2ccccn2)SC(=S)N1c1cccc(O)c1,2.2%,x,x,x,1%,-1,667,11%,x,4%

# Screens: PubChem BioAssay, several laboratories
